Screening data deposited in PubChem by several laboratories.
Rad51 HR inh = Rad51 (human) homologous recombination inhibition | Q06609 | hRad51 DNA strand exchange, fluorescence dequenching | inhibition, % at 10 µM | actives 0.085% (n = 200,000) | AID 1385;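 active means inhibition above 40% at the single screening dose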;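 further: 0% = DMSO control wells and 100% = blanks with heterologous ssDNA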
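Material: Human Rad51 nucleoprotein filaments preassembled on unlabelled ssDNA | Also added: Labelled 47-mer dsDNA for strand exchange | Dosing: Single dose, 10 µM final compound | Schedule: 30-min compound preincubation and 15-min exchange, both room temperature | Technique: Fluorescence dequenching at 485/520 nm | Measure: Percent inhibition relative to plate controls and blanks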
Cl transport mod = modulates chloride dependent transport by human KCC2 | B-score of Tl+ flux slope (higher = more flux/activation; lower = inhibition) at 10 µM | KCC2 cells, thallium flux FluoZin-2 fluorescence | AID 1456 | actives 2.2% (n = 190,000) | Q9H2X9;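 active means thallium flux slope and its plate-corrected score both differing from the plate sample mean at a set confidence after two filtering rounds, in either direction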;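 further: slope of fluorescence scaled to starting intensity during 10 to 20 s after thallium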
Target sequence (Q9H2X9 whole entry, looked up): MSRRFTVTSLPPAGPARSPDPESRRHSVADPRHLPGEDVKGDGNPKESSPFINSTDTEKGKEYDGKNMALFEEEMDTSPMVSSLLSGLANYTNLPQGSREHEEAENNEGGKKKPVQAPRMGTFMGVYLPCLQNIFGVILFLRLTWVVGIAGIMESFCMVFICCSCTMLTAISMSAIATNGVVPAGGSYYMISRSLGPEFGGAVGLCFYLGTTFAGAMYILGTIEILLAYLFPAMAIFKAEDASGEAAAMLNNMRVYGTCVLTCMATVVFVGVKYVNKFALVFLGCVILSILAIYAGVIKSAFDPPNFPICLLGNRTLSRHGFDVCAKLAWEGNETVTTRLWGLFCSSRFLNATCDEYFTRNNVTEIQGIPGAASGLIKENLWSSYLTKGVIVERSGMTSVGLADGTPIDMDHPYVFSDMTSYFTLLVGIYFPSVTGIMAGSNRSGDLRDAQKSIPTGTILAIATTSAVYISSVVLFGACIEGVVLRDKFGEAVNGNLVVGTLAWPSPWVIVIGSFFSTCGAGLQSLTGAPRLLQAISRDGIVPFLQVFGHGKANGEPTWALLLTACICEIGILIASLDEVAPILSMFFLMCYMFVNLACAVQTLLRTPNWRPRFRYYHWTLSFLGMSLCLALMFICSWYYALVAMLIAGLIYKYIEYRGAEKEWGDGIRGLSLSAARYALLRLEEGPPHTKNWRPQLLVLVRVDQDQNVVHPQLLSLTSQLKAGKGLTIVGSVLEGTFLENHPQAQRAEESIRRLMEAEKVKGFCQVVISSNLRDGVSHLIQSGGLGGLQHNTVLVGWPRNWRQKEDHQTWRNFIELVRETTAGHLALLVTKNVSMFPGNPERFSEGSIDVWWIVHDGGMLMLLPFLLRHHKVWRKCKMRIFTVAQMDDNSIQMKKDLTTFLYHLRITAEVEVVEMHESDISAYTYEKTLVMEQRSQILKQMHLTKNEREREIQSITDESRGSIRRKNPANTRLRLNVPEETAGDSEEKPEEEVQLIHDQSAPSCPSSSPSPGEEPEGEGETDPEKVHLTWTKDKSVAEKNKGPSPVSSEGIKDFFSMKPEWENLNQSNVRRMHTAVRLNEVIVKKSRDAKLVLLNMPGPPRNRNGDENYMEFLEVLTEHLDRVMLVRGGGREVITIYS
eIF4E 4G PPI = inhibitors of eIF4E and eIF4G interaction in translation initiation; P63073+Q04637; TR-FRET eIF4E-eIF4GI(517-606) binding, 2 h; inhibition, % at 21.7 µM; actives 0.37% (n = 220,000); AID 782;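 active means inhibition above about 30%, limit read from the data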;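 further: 0% = full FRET control wells and 100% = background wells lacking eIF4GI fragment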
Mdm2 ligase inh = inhibitors of human Mdm2 E3 ubiquitin ligase. Q00987. cell-based MDM2 ubiquitination luciferase reporter, 2 h; 0 = plate control, 100 = twice control, blank-subtracted. signal enhancement, % at 5 µM. actives 0.11% (n = 210,000). AID 1230;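 active means signal enhancement of 30% or more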;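 further: luminescence tracks abundance of the self-degrading MDM2-luciferase fusion protein; higher signal means inhibition of MDM2 E3 ligase activity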
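system = mammalian cells stably expressing self-ubiquitinating, self-degrading MDM2 E3–luciferase fusion | quantity = 2000 cells per well seeded | incubation = 4 h cell settling then 2 h compound exposure, 37 °C | signal = SteadyLite luminescence, 15 min reagent step | benchmarks = plate control and blank wells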
PERK inh = blocks human PERK kinase | Q9NZJ5 | CHO PERK-DD fusion, SEAP luminescence translation reporter | inhibition, % at 5.6 µM | actives 0.17% (n = 220,000);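 active means inhibition above the mean inhibition of all tested compounds plus 3 SD, set separately per screening campaign, cut at about 2.9% in these data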;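 further: PERK kinase domain activated by AP20187 dimerizer at 100 nM; 0% = DMSO with dimerizer and 100% = rapamycin at 8.4 µM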
TNF necrop inh = blocks TNF-alpha induced death of Jurkat FADD-/- cells; Jurkat FADD-/- TNF necroptosis rescue, ATP luminescence, 24 h; 0 = TNF only, 100 = no-TNF cells; activation (protection from cell death), % at 10 µM; actives 0.068% (n = 220,000); AID 463075;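 active means activation, meaning protection from cell death, of at least 50% relative to plate controls; inactive means activation below 50%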;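 further: necroptosis triggered by 40 ng/mL TNF-alpha added together with compound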
zVAD death inh = L929 zVAD cell death inhibition | actives 0.38% (n = 220,000) | AID 1377 | L929 zVAD necroptosis rescue, ATP luminescence, 24 h; with zVAD 60 µM | viability rescue, % at 10 µM;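 active means activation, scaled between plate controls, above about 75%, limit read from the data; inactive means activation under that limit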;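 further: 0% = zVAD with DMSO and 100% = DMSO alone without zVAD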
EBV gp42 block = EBV gp42 inhibition; Q1HVG2; Fluorescence polarization binding assay, mP read-out; inhibition, % (tested at 21.74 µM); actives 0.42% (n = 220,000); AID 1085; in the data active means inhibition above about 50%
m-calpain inh = blocks pig calpain II enzyme activity; inhibition, % at 16 µM; purified calpain II, fluorogenic peptide substrate, 30 min; actives 0.37% (n = 220,000); AID 1236;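 active means inhibition above about 50%, limit read from the data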
Active calls of the source: *; nt = no result given; [ ] = dose if it differs, or a comment.

SMILES	Rad51 HR inh	Cl transport mod	eIF4E 4G PPI	Mdm2 ligase inh	PERK inh	TNF necrop inh	zVAD death inh	EBV gp42 block	m-calpain inh
COc1cc(NC2=Nc3cccc4cccc2c34)cc(OC)c1OC	-26	-1.6	9	-2	-1.4	2.4	1.2	15	15
COc1cccc(/C=N/NC(=O)c2cnccn2)c1	-5	-0.27	-7	-8	2.1	0.6	0.5	-18	14
Cc1nc2ccc(F)cc2cc1C(=O)Nc1ccc(Cl)c(Cl)c1	-7	0.55	1	-10	-0.8	2.0	-0.8	-27	-9
Clc1ccc(SCc2cc(-c3ccc(Cl)cc3)on2)cc1	-16	0.23	5	-6	-0.9	-1.2	0.9	-6	-28
Cc1ccc(Cn2nnc3c(=O)n(CC(=O)OCc4ccccc4)cnc32)cc1	3	-1.8	6	nt	0.8	-4.0	0.8	-22	-4
CC1(C)NC(=O)N(CC(O)CN2C(=O)NC(C)(C)C2=O)C1=O	1	nt	10	nt	0.4	1.0	1.0	1	4
S=C1CCC(c2ccc(Br)cc2)=NN1c1ccccc1	nt	2.1	2	-9	0.6	2.2	1.5	-29	19
COc1cc(/C=C/C(=O)OCC(=O)Nc2ccc3c(c2)OCCO3)ccc1O	-2	-0.81	-1	-5	0.6	-5.2	2.5	-12	-18
COc1cc(C#N)ccc1OCC(=O)Nc1cccc(S(=O)(=O)N2CCCC2)c1	1	0.02	0	6	0.6	0.3	12	2	-24
N#C/C(=C\c1cccc(Oc2ccc(C(F)(F)F)cc2[N+](=O)[O-])c1)c1nc2ccccc2[nH]1	0	-0.78	-2	6	0.7	-4.4	-0.3	-1	-49
C/C(=N\NC(=O)c1ccc(N(C)C)cc1)c1ccc(C)c(C)c1	3	-1.7	-3	-7	0.4	-2.2	3.2	4	23
O=C(N/N=C/c1cnc2ccccc2n1)c1cccc(F)c1	8	1.6	7	-5	-0.6	2.1	0.9	-11	14
CC(=O)Nc1cccc(C(=O)/C=C/c2ccc(/C=C/C(=O)c3cccc(NC(C)=O)c3)cc2)c1	-6	0.43	13	6	0.2	-5.5	7.4	11	-40
O=S(=O)(Nc1cccc(-c2nnco2)c1)c1ccc(Cl)cc1	10	nt	-5	-8	-0.4	1.6	0.1	-8	-10
CCNC(=S)N1CCC(C(=O)c2ccc3c(c2)OCCO3)CC1	-3	nt	2	-1	-0.3	-2.0	47	2	-16

Quoted from the listing, 2 compounds:
SMILES	Rad51 HR inh	Cl transport mod	eIF4E 4G PPI	Mdm2 ligase inh	PERK inh	TNF necrop inh	zVAD death inh	EBV gp42 block	m-calpain inh
COc1cc(NC2=Nc3cccc4cccc2c34)cc(OC)c1OC	-26	-1.6	9	-2	-1.4	2.4	1.2	15	15
COc1cccc(/C=N/NC(=O)c2cnccn2)c1	-5	-0.27	-7	-8	2.1	0.6	0.5	-18	14

(next part)
SMILES	Rad51 HR inh	Cl transport mod	eIF4E 4G PPI	Mdm2 ligase inh	PERK inh	TNF necrop inh	zVAD death inh	EBV gp42 block	m-calpain inh
CC(C)(C)[C@H]1C=C(C(=O)NC2CC2)O[C@@H](OCCCCO)C1	9	-0.072	0	nt	0.4	-0.5	0.1	-2	-12
CCCn1c(N)c(C(=O)CSc2nc3ccccc3n2CCC#N)c(=O)n(C)c1=O	-3	0.31	5	-28	1.1	-0.5	0.1	0	20
Cc1ccc(C(=O)c2cc3c(cc2N)OCCO3)cc1	-5	-1.1	5	0	0.3	-2.2	3.3	9	-23
O=C(CSCc1nc2ccccc2[nH]1)N1CCN(c2ccc(F)cc2)CC1	-6	-0.58	0	-20	-0.7	-6.2	-0.2	-16	-14
CC(C)COCC1CC2(CC(C)C(=O)CC2=O)C(=O)O1 (centres undefined)	16	0.0069	-9[fluorescence artefact?]	-4	1.4	-2.7	0.6	-6	24
Cc1ccc(C(=O)Nc2cccnc2Oc2ccc(Cl)cc2)cc1	-25	-0.61	5	-9	-0.1	1.8	0.0	-10	21
CCOC(=O)/C=C/C(=O)Nc1ccccc1-c1ccccc1NC(=O)/C=C/C(=O)OCC	-3	0.22	3	39*	-0.4	33	-1.7	-16	-17
CCOC(=O)C1CCN(C(=O)COc2ccc(N(C)S(=O)(=O)c3cccs3)cc2)CC1	9	nt	9	-88	-0.1	-1.2	0.9	-5	-3
Cc1ccc(C)c(OCCCC(=O)Nc2nccs2)c1	-4	-0.46	2[fluorescence artefact?]	-12	2.8	2.0	0.3	-17	69*
CCC(=O)Nc1ccc(C(=O)CSc2nnc(-c3ccc(O)cc3)n2CC2CCCO2)cc1OC (centres undefined)	nt	nt	0[fluorescence artefact?]	-6	-0.2	-0.8	0.9	-31	-12
C#CC1(NC(=O)NC(C)C)CCCCC1	-88	0.81	-2	-12	0.6	0.4	0.7	7	17
CCOC(=O)NC(=O)/C(C=Nc1ccc(Cl)cc1)=C(\C)O	3	-0.75	3	-3	-0.2	0.1	1.3	-7	-4
COc1ccc(-c2noc(CN(C)C3CCOCC3)n2)cc1	-3	0.74	-2	-7	0.3	-0.1	4.8	2	11
Cc1cc(C(=O)COC(=O)C2=NNC(=O)CC2)c(C)n1-c1ccccc1	1	nt	-1	-14	-0.4	-3.3	-0.2	-16	-19
CCCSc1nnc(CSc2nc3nc(C)cc(C)n3n2)o1	0	-2.3	5	-14	-0.6	-2.6	0.1	-29	-18
CCOC(=O)C1CCN(c2c(Nc3ccc4c(c3)OCCO4)c(=O)c2=O)CC1	1	-0.35	-2[fluorescence artefact?]	-32	0.4	-1.4	0.2	-18	16
CN1CCN(C(=O)C2=C[C@H](C3CCCCC3)C[C@H](OCc3ccc(CO)cc3)O2)CC1	-3	0.63	2	nt	-0.6	0.7	-0.4	-2	-1
COc1ccc(C(=O)NC2CCN(C(=S)Nc3ccc(C)cc3)CC2)cc1	nt	-0.35	3	1	1.7	0.7	0.0	1	1
c1ccc(CN2CCC3(CC2)Nc2ccccc2S3)cc1	-2	-0.37	2	-13	1.3	1.8	0.8	-10	1
COc1ccc(Cc2nnc(NC(=O)CSc3ccccc3)s2)cc1OC	7	-1.1	3	-8	-0.2	0.7	0.8	-2	-6
Cc1csc(Nc2ccc(Cl)cc2)n1	9	-0.48	-4	-9	0.1	14	2.9	4	-26
COC(=O)c1ccccc1NC(=O)NCCc1ccccc1OC	18	0.51	2	-13	-0.2	2.4	0.8	1	-8
CCCCN1C(=O)c2ccc(C(=O)Nc3ccccc3N3CCOCC3)cc2C1=O	-75	-0.11	1	-21	0.9	1.6	-0.2	-29	-3
Cc1cc(C(=O)Nn2c(C)nc3ccccc3c2=O)ccc1[N+](=O)[O-]	nt	0.37	1	-18	0.3	0.6	-0.4	-12	2
CCCOc1cccc(NC(=O)OC2CCN(C)CC2)c1	nt	0.51	0	-1	-0.6	3.0	0.6	5	14
O=c1cc(CSCc2ccc(Cl)cc2)[nH]c(=O)[nH]1	-1	-0.061	5	-14	0.4	0.4	-0.1	-8	17
O=C(O)c1ccccc1-c1ccccc1C(=O)Nc1cccc(Br)c1	11	-1.9	0	-8	1.4	-0.2	0.5	-12	-2
Cc1ccc([C@@H]2C3COCC=C3C(C#N)=C(N)C2(C#N)C#N)o1 (some centres undefined)	-1	nt	7	-4	0.3	-1.8	-0.1	-1	-86
S=c1[nH]ccn1-c1cccc(Cl)c1Cl	nt	0.091	3	-11	1.4	0.7	-0.3	-7	-10
COc1ccc(OCCSc2nnc(C)n2-c2ccccc2)cc1	11	-0.06	1	-7	-0.2	3.6	-0.7	-6	-10
COc1ccc(N(C)S(=O)(=O)c2cccc(C(=O)NC3CCCC3)c2)cc1	7	-0.77	2	-12	1.0	2.2	0.5	-13	-14
Cc1csc(-c2cnn(-c3ccccc3)c2NC(=O)c2ccccc2)n1	0	-0.4	1	-18	-1.4	-1.0	-0.3	2	-5
CC(=O)c1c(N2CCN(Cc3ccccc3)CC2)nc(=S)n(-c2ccccc2)c1C	-31	-0.6	0	-6	-0.5	-0.2	-1.6	0	3
O=C(Nc1ccc(Cl)cn1)c1ccc([N+](=O)[O-])o1	26	1.4	4	3	0.2	-8.8	12	4	-78
O=C(O)C1CCCCC1C(=O)Nc1ccccn1 (centres undefined)	9	0.73	3	-5	0.0	-1.7	0.3	-22	11
Cc1nc(CNS(=O)(=O)c2ccc(Oc3ccccc3)cc2)cs1	-4	-0.18	-6[fluorescence artefact?]	-10	-0.7	-8.5	-0.7	-8	-22
Cc1ccc(C)c(NC(=O)CN(C)C(=O)c2cc3ccccc3o2)c1	-2	0.33	-1	-9	0.5	0.4	1.0	-18	-20

Taken from the results shown, 13 compounds:
SMILES	Rad51 HR inh	Cl transport mod	eIF4E 4G PPI	Mdm2 ligase inh	PERK inh	TNF necrop inh	zVAD death inh	EBV gp42 block	m-calpain inh
COC(=O)c1ccccc1NC(=O)NCCc1ccccc1OC	18	0.51	2	-13	-0.2	2.4	0.8	1	-8
CCCCN1C(=O)c2ccc(C(=O)Nc3ccccc3N3CCOCC3)cc2C1=O	-75	-0.11	1	-21	0.9	1.6	-0.2	-29	-3
Cc1cc(C(=O)Nn2c(C)nc3ccccc3c2=O)ccc1[N+](=O)[O-]	nt	0.37	1	-18	0.3	0.6	-0.4	-12	2
CCCOc1cccc(NC(=O)OC2CCN(C)CC2)c1	nt	0.51	0	-1	-0.6	3.0	0.6	5	14
O=c1cc(CSCc2ccc(Cl)cc2)[nH]c(=O)[nH]1	-1	-0.061	5	-14	0.4	0.4	-0.1	-8	17
O=C(O)c1ccccc1-c1ccccc1C(=O)Nc1cccc(Br)c1	11	-1.9	0	-8	1.4	-0.2	0.5	-12	-2
Cc1ccc([C@@H]2C3COCC=C3C(C#N)=C(N)C2(C#N)C#N)o1 (some centres undefined)	-1	nt	7	-4	0.3	-1.8	-0.1	-1	-86
S=c1[nH]ccn1-c1cccc(Cl)c1Cl	nt	0.091	3	-11	1.4	0.7	-0.3	-7	-10
COc1ccc(OCCSc2nnc(C)n2-c2ccccc2)cc1	11	-0.06	1	-7	-0.2	3.6	-0.7	-6	-10
COc1ccc(N(C)S(=O)(=O)c2cccc(C(=O)NC3CCCC3)c2)cc1	7	-0.77	2	-12	1.0	2.2	0.5	-13	-14
Cc1csc(-c2cnn(-c3ccccc3)c2NC(=O)c2ccccc2)n1	0	-0.4	1	-18	-1.4	-1.0	-0.3	2	-5
CC(=O)c1c(N2CCN(Cc3ccccc3)CC2)nc(=S)n(-c2ccccc2)c1C	-31	-0.6	0	-6	-0.5	-0.2	-1.6	0	3
O=C(Nc1ccc(Cl)cn1)c1ccc([N+](=O)[O-])o1	26	1.4	4	3	0.2	-8.8	12	4	-78
